Kir21 block: blocks the mouse Kir2.1 inward-rectifier potassium channel; P35561; HEK293-Kir2.1, FluxOR thallium flux fluorescence; active compounds read low; B-score at 10 µM; 0.85% of 310,000 active;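 active means fluorescence ratio B-score at or below minus 3 SD of library scores, with starting-brightness B-score within 2 SD, cut at about -4.2 in these data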;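 further: channel flux triggered by added potassium and thallium sulfate stimulus; B-score of peak minus minimum fluorescence over baseline after thallium stimulus; more negative B-score means stronger Kir2.1 block with less thallium influx; some compounds called inactive have numbers as strong as hits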
Target sequence (P35561 whole entry, looked up): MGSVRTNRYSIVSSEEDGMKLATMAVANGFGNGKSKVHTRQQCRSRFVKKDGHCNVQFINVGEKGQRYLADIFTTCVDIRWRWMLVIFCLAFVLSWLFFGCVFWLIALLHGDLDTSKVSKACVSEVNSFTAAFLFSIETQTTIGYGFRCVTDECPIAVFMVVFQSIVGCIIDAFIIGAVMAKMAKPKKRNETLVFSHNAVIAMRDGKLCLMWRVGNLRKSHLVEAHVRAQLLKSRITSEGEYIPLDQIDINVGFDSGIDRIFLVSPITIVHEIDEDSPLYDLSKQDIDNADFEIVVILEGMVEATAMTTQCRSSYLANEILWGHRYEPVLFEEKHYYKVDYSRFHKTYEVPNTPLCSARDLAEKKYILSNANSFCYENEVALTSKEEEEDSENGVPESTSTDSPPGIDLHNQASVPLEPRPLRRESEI
KCNQ2 inh: KCNQ2 potassium channel inhibitors, primary screen, cell-based, CHO-K1, FluxOR thallium flux, B-score (AID 2156); B-score at 10 µM; O88943; 1.1% of 310,000 active; 20 min; active compounds read low;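 active means fluorescence ratio B-score at most minus 3 library SDs, with starting brightness B-score within 2 library SDs, cut at about -5.5 in these data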
Active calls of the source: *; i = inactive; & = joins results of further samples. Not all compounds are listed, so the mix of outcomes need not match the whole.

(1) Cn1c(=O)c2c(ncn2CCO)n(C)c1=O
(2) NC(N)=NC(=O)Cc1c(Cl)cccc1Cl
(3) O=C(O)CNC(=O)c1ccccc1
(4) COC(c1ccccc1)(c1ccccc1)C(Oc1nc(C)cc(C)n1)C(=O)O (configuration not stated)
(5) CCCCOc1ccc(CC(=O)NO)cc1
(6) NC(=NCc1ccccc1)NC(=O)c1nc(Cl)c(N)nc1N

| Screen / compound no. | 1 | 2 | 3 | 4 | 5 | 6 |
| --- | --- | --- | --- | --- | --- | --- |
| Kir21 block | 1.56 | -0.96 | 1.48 | -0.23 | -1.13 | -1.65 |
| KCNQ2 inh | i | i | i | i | i | i |

(7) O=c1ccn([C@H]2C[C@H](O)[C@@H](CO)O2)c(=O)[nH]1
(8) C=C1c2cccc(O)c2C(O)=C2C(=O)[C@]3(O)C(O)=C(C(N)=O)C(=O)[C@@H](N(C)C)[C@@H]3[C@@H](O)[C@H]12
(9) COc1cc([C@H]2Oc3cc([C@H]4Oc5cc(O)cc(O)c5C(=O)[C@@H]4O)ccc3O[C@@H]2CO)ccc1O
(10) C/C=C(/C)C(=O)O[C@@H]1c2cc(OC)c(OC)c(OC)c2-c2c(cc3c(c2OC)OCO3)C[C@H](C)[C@]1(C)O
(11) CCCCCCCC/C=C\CCCCCCCC(=O)O
(12) C[C@H]1c2cccc(O)c2C(O)=C2C(=O)[C@]3(O)C(O)=C(C(N)=O)C(=O)[C@@H](N(C)C)C3[C@@H](O)C21 (some centres not stated)

| Screen / compound no. | 7 | 8 | 9 | 10 | 11 | 12 |
| --- | --- | --- | --- | --- | --- | --- |
| Kir21 block | 1.19 | 0.16 | 0.73 | 0.92 | 1.39 | 0 |
| KCNQ2 inh | i | i | i | i | i | i |

In the list so far, 2 have a Cl atom.
(2) NC(N)=NC(=O)Cc1c(Cl)cccc1Cl
(6) NC(=NCc1ccccc1)NC(=O)c1nc(Cl)c(N)nc1N

| Screen / compound no. | 2 | 6 |
| --- | --- | --- |
| Kir21 block | -0.96 | -1.65 |
| KCNQ2 inh | i | i |

(listing goes on)
(13) COc1ccccc1OCCNCC(O)COc1cccc2[nH]c3ccccc3c12 (configuration not stated)
(14) CC[C@]1(O)C[C@@H]2CN(CCc3c([nH]c4ccccc34)[C@@](C(=O)OC)(c3cc4c(cc3OC)N(C)[C@H]3[C@@](O)(C(=O)OC)[C@H](OC(C)=O)[C@]5(CC)C=CCN6CC[C@]43[C@@H]65)C2)C1
(15) Cc1cccc(C)c1NC(=O)C1CCCCN1C (configuration not stated)
(16) C[C@@H]1C[C@H]2[C@@H]3C[C@H](F)C4=CC(=O)C=C[C@]4(C)[C@@]3(F)[C@@H](O)C[C@]2(C)[C@@]1(O)C(=O)COC(=O)C(C)(C)C
(17) COc1ccc(CN2CCN(C(c3ccc(F)cc3)c3ccc(F)cc3)CC2)c(OC)c1OC
(18) COc1ccc2nc(NC(=O)Nc3ccccc3)sc2c1

| Screen / compound no. | 13 | 14 | 15 | 16 | 17 | 18 |
| --- | --- | --- | --- | --- | --- | --- |
| Kir21 block | -4.77* | -1.02 | 2.3 | 0.05 | -0.16 | 0.05 |
| KCNQ2 inh | i | i | i | i | i | i |

One compound at a time, from the list above. Order of values: Kir21 block, KCNQ2 inh
Entry for COc1ccccc1OCCNCC(O)COc1cccc2[nH]c3ccccc3c12 (configuration not stated) = -4.77*, i
Entry for CC[C@]1(O)C[C@@H]2CN(CCc3c([nH]c4ccccc34)[C@@](C(=O)OC)(c3cc4c(cc3OC)N(C)[C@H]3[C@@](O)(C(=O)OC)[C@H](OC(C)=O)[C@]5(CC)C=CCN6CC[C@]43[C@@H]65)C2)C1 = -1.02, i

The listing continues:
(19) COc1ccc(/C=N/NC(=O)c2ccncc2)cc1OC
(20) Cc1[nH]c2ccccc2c1/C=N/NC(N)=S
(21) O=c1cc(-c2ccc(O)cc2)oc2cc(O[C@@H]3O[C@H](CO)[C@@H](O)[C@H](O)[C@H]3O[C@@H]3OC[C@](O)(CO)[C@H]3O)cc(O)c12
(22) NNC(=O)CP(=O)(c1ccccc1)c1ccccc1
(23) C/C=C(/C)C(=O)OC1c2c(ccc3ccc(=O)oc23)OC(C)(C)C1OC(=O)/C(C)=C\C (configuration not stated)
(24) CN(C)CCOc1ccccc1Cc1ccccc1

| Screen / compound no. | 19 | 20 | 21 | 22 | 23 | 24 |
| --- | --- | --- | --- | --- | --- | --- |
| Kir21 block | -0.04 | -0.04 | 0.17 | -0.64 | -0.84 | 0.03 |
| KCNQ2 inh | i | i | i | i | -9.9* | i |

(25) O=C(Nc1ccc(C(=O)O)c(O)c1)c1ccccc1
(26) COc1ccc2ccc(=O)oc2c1
(27) COc1c(O)cc2c(c1O)[C@@H]1O[C@H](CO)[C@@H](O)[C@H](O)C1OC2=O (some centres not stated)
(28) CC(C)(CO)C(O)C(=O)NCCCO (configuration not stated)
(29) Nc1ncnc2nc[nH]c12
(30) Cc1cccc2c1NC(=O)/C2=C\C(=O)c1cccs1

| Screen / compound no. | 25 | 26 | 27 | 28 | 29 | 30 |
| --- | --- | --- | --- | --- | --- | --- |
| Kir21 block | 0.04 | 0.12 | -0.41 | -0.44 | 1.04&0.52&0.37 | -0.63 |
| KCNQ2 inh | i | i | i | i | i | i |

Look-ups from above:
Entry of cpd 30 under Kir21 block: -0.63
Entry of cpd 27 under Kir21 block: -0.41
Entry of cpd 26 under Kir21 block: 0.12
Entry of cpd 28 under Kir21 block: -0.44

The listing picks up; the 4 compounds before the break are reprinted first.
(27) COc1c(O)cc2c(c1O)[C@@H]1O[C@H](CO)[C@@H](O)[C@H](O)C1OC2=O (some centres not stated)
(28) CC(C)(CO)C(O)C(=O)NCCCO (configuration not stated)
(29) Nc1ncnc2nc[nH]c12
(30) Cc1cccc2c1NC(=O)/C2=C\C(=O)c1cccs1
(31) CNc1c2c(nn1C)CCCC2
(32) O=C(O)/C=C/c1ccc(O)cc1
(33) CCc1c2c(nc3ccc(OC(=O)N4CCC(N5CCCCC5)CC4)cc13)-c1cc3c(c(=O)n1C2)COC(=O)[C@]3(O)CC
(34) COC(=O)C1=CO[C@@H](OC2OC(CO)C(O)C(O)C2O)[C@@H]2[C@@H](C)[C@@H](O)C[C@H]12 (some centres not stated)
(35) CCC(=O)O[C@]1(C(=O)SCF)[C@H](C)C[C@H]2[C@@H]3C[C@H](F)C4=CC(=O)C=C[C@]4(C)[C@@]3(F)[C@@H](O)C[C@@]21C

| Screen / compound no. | 27 | 28 | 29 | 30 | 31 | 32 | 33 | 34 | 35 |
| --- | --- | --- | --- | --- | --- | --- | --- | --- | --- |
| Kir21 block | -0.41 | -0.44 | 1.04&0.52&0.37 | -0.63 | 0.16&0.04 | 0.82 | -0.9 | 0.01 | 2.24 |
| KCNQ2 inh | i | i | i | i | i | i | i | i | i |
